# Nrf2 ARE act: activators of Nrf2 (ARE) signaling | AID 624171 | 0.31% of 410,000 active | Potency, µM (doses to about 46.1 µM), without a hit: top-dose activation, actives largely listed as activators | AREc32 ARE-luciferase reporter (MCF7-derived line), luminescence, 24 h; further: potency means the concentration at half of the fitted maximal effect; % of control where 0% means no effect; nearly all actives have a fitted effect of over 65% in size
#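 Each well held 1000 AREc32 cells, which were incubated with compound for 24 hr at 37 deg C after overnight attachment, and ARE reporter activity was quantified by firefly luciferase luminescence.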
# ATXN2 expr inh: ATXN2 expression inhibition | 0.72% of 360,000 active | Potency, µM (highest dose often 57 µM), inactives show at the top dose activity change, negative = inhibition, actives largely listed as inhibitors | AID 1745845 | HEK-293 ATXN2-luciferase reporter, luminescence, 24 h; further: potency means the concentration at half of the fitted maximal effect; on the % scale 0 is the no-effect control and ±100 the full control effect; nearly all actives have a fitted effect of over 55% in size
#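 ATXN2-luciferase reporter cells (luciferase flanked by upstream and downstream ATXN2 gene portions) were treated 24 h at 37 °C with compounds at up to 57 uM. SteadyGlo luminescence gave expression; GF-AFC fluorescence gave viability.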
# A549 viability: A549 cytotoxicity, counter-screen for Nrf2 inhibitors; A549 ARE-Fluc cells, CellTiter-Fluor viability, 18-24 h; Potency, µM (highest dose often 46 µM), without a hit: top-dose activity change, negative = cytotoxicity, actives largely listed as inhibitors; 0.16% of 390,000 active; further: potency means the concentration at half of the fitted maximal effect; on the % scale 0 is the no-effect control and ±100 the full control effect
#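 A549 ARE-Fluc cells in 5% FBS OPTI-MEM, 5000 cells/well, rested 2 h then exposed to compounds in concentration-response for 18-24 h at 37 °C. Viability by CellTiter-Fluor fluorescence (Ex 405/Em 525) after 30 min; luciferase luminescence (BugLite, 15 min, RT) read afterwards.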
# EPAC2 agonist: agonists of human EPAC2 (RAPGEF4). 0.079% of 360,000 active. EPAC2 activation, biochemical qHTS; response scale: 100% = 6.5 mM cAMP response. Potency, µM (top dose mostly 154 µM), inactives show top-dose activation, hits mostly activators; further: potency means the concentration at half of the fitted maximal effect; nearly all actives have a fitted effect of over 50% in size
# Target sequence (Q8WZA2 whole entry, looked up): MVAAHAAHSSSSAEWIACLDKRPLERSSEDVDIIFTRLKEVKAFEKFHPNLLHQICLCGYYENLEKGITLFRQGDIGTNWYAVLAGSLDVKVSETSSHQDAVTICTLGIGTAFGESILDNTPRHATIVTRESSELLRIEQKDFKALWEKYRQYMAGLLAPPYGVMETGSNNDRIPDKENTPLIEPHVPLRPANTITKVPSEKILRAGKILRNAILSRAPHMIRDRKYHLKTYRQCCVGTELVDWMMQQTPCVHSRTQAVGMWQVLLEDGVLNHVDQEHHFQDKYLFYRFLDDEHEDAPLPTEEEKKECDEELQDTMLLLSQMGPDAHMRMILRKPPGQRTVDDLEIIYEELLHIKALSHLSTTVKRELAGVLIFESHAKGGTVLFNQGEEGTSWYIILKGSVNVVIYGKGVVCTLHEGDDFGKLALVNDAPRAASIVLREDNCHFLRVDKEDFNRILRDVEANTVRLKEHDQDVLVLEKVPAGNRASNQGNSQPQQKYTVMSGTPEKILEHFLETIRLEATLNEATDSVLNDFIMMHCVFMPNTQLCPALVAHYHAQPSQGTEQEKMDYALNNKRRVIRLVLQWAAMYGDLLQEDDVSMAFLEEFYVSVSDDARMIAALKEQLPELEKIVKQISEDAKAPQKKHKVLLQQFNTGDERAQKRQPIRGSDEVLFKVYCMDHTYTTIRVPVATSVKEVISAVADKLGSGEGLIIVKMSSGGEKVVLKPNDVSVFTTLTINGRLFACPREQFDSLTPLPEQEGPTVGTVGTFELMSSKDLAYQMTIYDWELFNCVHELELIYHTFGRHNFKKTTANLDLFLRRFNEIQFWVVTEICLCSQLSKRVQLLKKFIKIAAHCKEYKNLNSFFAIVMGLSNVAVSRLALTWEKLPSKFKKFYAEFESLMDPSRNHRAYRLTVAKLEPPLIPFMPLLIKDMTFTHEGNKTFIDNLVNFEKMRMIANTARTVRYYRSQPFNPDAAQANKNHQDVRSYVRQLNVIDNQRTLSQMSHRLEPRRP
#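 Guanine nucleotide exchange by EPAC2 is measured as reduced fluorescence of BODIPY-GDP once it is released from 250 nM Rap1B. Plates are read kinetically for 30 min at room temperature; results are scaled to 6.5 mM cAMP.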
# IL2 activator: IL-2 activation | 0.065% of 360,000 active | IL-2 activation reporter assay, cell-based qHTS; stimulated with anti-CD3/CD4/CD28 beads; in transgenic mouse T cells | AID 652025 | activation, % (series mostly up to about 46 µM); in the data active means activation above about 50%; inconclusive means mostly about 30% to 49%; further: 0% is about no effect
#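 Screening format: compound pinned onto unstimulated transgenic mouse T cells, 60 min incubation, then anti-CD3/anti-CD4/anti-CD28 bead stimulation for 18 hours at 37 degrees C, followed by EGFP and DsRed detection.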
# HepG2 tox: kills HepG2 cells in TGF-b inhibitor counter-screen. 0.76% of 410,000 active. Potency, µM (highest dose often 46.1 µM), for inactives: at the top dose activity change, negative = cytotoxicity, most hits filed as cytotoxic. HepG2 CAGA-GFP viability, ATP luminescence, 18 h; further: potency means the concentration at half of the fitted maximal effect; some results filed as inactive show a strong effect at the top dose
#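 HepG2 CAGA-GFP cells (1000/well, DMEM with 1% FBS) received compound, then TGF-beta at 500 pg/mL final, and were incubated 18 hours at 37 degrees C. Viability was read by CellTiter-Glo luminescence. Media-only wells were set as complete cell-killing and DMSO as no toxicity.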
# TGFb SMAD3 inh: blocks TGF-b signaling | 1.2% of 410,000 active | Potency, µM (highest dose often 46.1 µM), for inactives: top-dose activity, negative = inhibition, most hits filed as inhibitors | HepG2 CAGA-GFP TGF-b/SMAD3 reporter, GFP fluorescence, 18 h; TGF-beta stimulated, 500 pg/mL final; further: potency means the concentration at half of the fitted maximal effect; on the % scale 0 is the no-effect control and ±100 the full control effect; nearly all actives have a fitted effect of over 65% in size
#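 Per well, imaged GFP fluorescence of HEPG2 CAGA-GFP cells gives the signal; cells get compound, then TGF-beta (500 pg/mL final), 18 h at 37 degrees C; %Activity versus -TGF-beta and +DMSO controls.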
# S2 tox: cell viability loss in ATXN counter-screen. S2 cells (HEK-293 line with an ATXN2-luciferase reporter) viability, CellTiter-Fluor protease fluorescence, 24 h. Potency, µM (doses to about 56.7 µM), hits mostly cytotoxic. 0.49% of 400,000 active; further: potency means the concentration at half of the fitted maximal effect; nearly all actives have a fitted effect of over 40% in size
# Nrf2 block: blocks Nrf2 signaling | A549 ARE-Fluc reporter, luciferase luminescence, 18-24 h | Potency, µM (top dose mostly 46 µM), for the others: at the top dose activity change, negative = inhibition, hits mostly inhibitors | 2.1% of 360,000 active; further: potency means the concentration at half of the fitted maximal effect; on the % scale 0 is the no-effect control and ±100 the full control effect; nearly all actives have a fitted effect of over 60% in size
#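 A549 ARE_Fluc cells (5000/well, 5% FBS OPTI-MEM) pre-incubated 2 h, then treated with compounds 18-24 h at 37C/5% CO2 in concentration-response. CellTiter-Fluor viability read first; BugLite luciferase luminescence after 15 min at room temperature gives Nrf2 activity.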
# An asterisk follows results filed as active; i = inactive; ? = inconclusive; . = not tested or not shown; & = joins results of further samples. Unless noted, the call rests on the fitted dose curve; in most records, active means well fitted curve in the direction sought with a large enough effect; inconclusive means small, poorly fitted or top-dose-only effect, or another doubt; inactive means no such curve, though single readings can be large; an effect the other way counts as inactive or inconclusive.
1) Cc1cccc(C(=O)O[C@H]2[C@H](Cc3ccccc3)NS(=O)(=O)[C@H]3CC4C=C[C@]23O4)c1
2) Cc1ccc(S(=O)(=O)CCC(=O)OC2CC(C)OC2=O)cc1 (stereo not given)
3) COc1ccccc1C(=O)Nc1ccnn1C1CCN(C(=O)c2cnsn2)CC1
4) CC(=O)c1c(C)[nH]c(C(=O)OCC(=O)NCc2ccc3c(c2)OCO3)c1C
5) CCOc1ccc(NC(=O)CSc2nc3nc(C)c(Cc4ccccc4)c(C)n3n2)cc1
6) Cc1cc(C)n(-c2ccc(C(=O)OCC(=O)c3c(N)n(C)c(=O)n(C)c3=O)cc2)n1
screen / no.	1	2	3	4	5	6
Nrf2 ARE act	3.8%	0.3%	0.4%	-0.7%	0.3%	-0.2%
ATXN2 expr inh	4%	.	23%	-10%	.	5%
A549 viability	-7%	-2%	-2%	-2%	0%	-9%
EPAC2 agonist	-4%	2%	13%	-4%	.	3%
IL2 activator	0.0	1.0	0.6	1.1	.	-1.2
HepG2 tox	-1%&-53%	-28%	0%	-5%	2%	-17%
TGFb SMAD3 inh	?	13%	3%	-3%	-13%	2%
S2 tox	i	?	i	i	.	i
Nrf2 block	10%	-4%	3%	?	.	?

7) CCOC(=O)C1=C(COC(=O)c2ccc(OC)c(OC)c2OC)NC(=O)NC1C (stereo not given)
8) COC(=O)C1=C(C(=O)OC)[C@@H]2N(C)c3ccc(OC)cc3[C@@]23C[C@@H](C(=O)OC)N=C3N1
9) CN(CC(=O)Nc1ccc(F)cc1)C(=O)c1cccc(S(=O)(=O)N2CCN(c3ccc(F)cc3)CC2)c1
10) O=C(Nc1cc(-c2nc3cc(Cl)ccc3o2)ccc1Cl)c1cc([N+](=O)[O-])ccc1N1CCOCC1
11) C[C@@]12C(=O)N(CC3CCCO3)CC(=O)N1[C@@H]1c3ccccc3OC[C@@H]1[C@@H]2c1ccccc1 (stereo not given in full)
12) Cc1ccc(Cl)cc1N1CCN(S(=O)(=O)c2cn(C)cn2)CC1
screen / no.	7	8	9	10	11	12
Nrf2 ARE act	3.8%	-0.4%	0.8%	2.2%	0.1%	1.0%
ATXN2 expr inh	-1%	0%	-23%	28%	8%	-10%
A549 viability	8%	-4%	-22%	-6%	-4%	-3%
EPAC2 agonist	14%	6%	4%	.	-1%	2%
IL2 activator	-4.3	0.3	-0.7	.	-0.9	0.4
HepG2 tox	-3%	-1%	-25%	8%	-5%	1%
TGFb SMAD3 inh	0%	-5%	-15%	?	3%	0%
S2 tox	i	i	i	i	i	i
Nrf2 block	-18%	0%	21µM*	-3%	-28%	-1%

13) CCc1nnc(NC(=O)c2ccc(OC)c(S(=O)(=O)N3CCCC3)c2)s1
14) C=CCC(C)(NCc1ccccc1)c1ccc(C)cc1 (stereo not given)
15) CCc1ccccc1NC(=O)c1cccs1
16) COC(=O)Cn1c(N2CCCC2)nc2c1c(=O)n(C)c(=O)n2C
17) CC(NC(=O)Cc1ccccc1)C(c1ccccc1)N1CCOCC1 (stereo not given)
18) Cc1cc(/C=C2\C(=N)N3N=C(CC(=O)N4CCOCC4)SC3=NC2=O)c(C)n1Cc1ccccc1
screen / no.	13	14	15	16	17	18
Nrf2 ARE act	3.5%	-0.4%	-0.3%	0.4%	-0.7%	-1.1%
ATXN2 expr inh	-7%	?	-14%	5%	-6%	.
A549 viability	-12%	4%	-7%	0%	-2%	-12%
EPAC2 agonist	5%	5%	-1%	9%	5%	1%
IL2 activator	-3.2	-3.5	-2.0	0.3	0.6	0.7
HepG2 tox	-27%	-34%	11%	7%	-4%	28%
TGFb SMAD3 inh	-2%	0%	-2%	-6%	1%	1%
S2 tox	i	?	i	i	i	i
Nrf2 block	?	0%	-6%	3%	-14%	-4%

19) COc1ccc(CN2C(=O)N(c3ccc(F)cc3)C(=O)C2CC(=O)Nc2ccccc2)cc1 (stereo not given)
20) CN(C)c1ccc(C=NNc2ccccn2)c(Cl)c1
21) CCN(CC(=O)Nc1ccccc1OC)CC(=O)Nc1c(Cl)ccc(C)c1Cl
22) COc1cccc(CNC(=O)C2CCN(S(=O)(=O)c3ccccc3)CC2)c1
23) O=C(NN1C(=O)NC2(CCCCC2)C1=O)c1cc2ccccc2o1
24) Cc1[nH]c2ccccc2c1/C=N/NC(=O)c1cccc(S(=O)(=O)Nc2cccc(C(F)(F)F)c2)c1
screen / no.	19	20	21	22	23	24
Nrf2 ARE act	2.8%	3.2%	-0.3%	0.2%	-1.0%	8.5%
ATXN2 expr inh	6%	22%	-12%	-4%	.	.
A549 viability	1%	3%	-6%	0%	-5%	7%
EPAC2 agonist	.	5%	-7%	0%	7%	20%
IL2 activator	.	0.0	-1.5	0.8	0.5	-2.8
HepG2 tox	-23%	-37%	-5%	4%	-20%	-12%
TGFb SMAD3 inh	10%	-19%	4%	7%	-27%	10µM*
S2 tox	i	i	i	i	i	i
Nrf2 block	-11%	10%	-21%	-8%	3%	-14%

25) CC1CC(=O)C(C(C2=C(O)CC(C)CC2=O)c2ccccc2)=C(O)C1 (stereo not given)
26) Cc1cccc(C)c1-n1ncc(C(=O)N2CCN(c3ncccn3)CC2)c1C1CCN(C(=O)OC(C)(C)C)CC1
27) COc1ccc(C(O)c2nc(-c3ccc(F)cc3OC)cs2)cc1 (stereo not given)
28) Cc1ccc(S(=O)(=O)CCC(=O)NNC(=O)CN(C)S(=O)(=O)c2ccc(C)cc2)cc1
29) COCC(=O)Nc1ccc(Br)cc1C
30) C=CCn1sc(N)c(C(=O)OCC)c1=S
screen / no.	25	26	27	28	29	30
Nrf2 ARE act	-0.6%	0.1%	3.7%	-0.7%	0.3%	2.2%
ATXN2 expr inh	-11%	12%	-13%	-5%	6%	-10%
A549 viability	6%	13%	.	1%	1%	-21%
EPAC2 agonist	15%	.	?	3%	-2%	3%
IL2 activator	0.7	.	0.1	3.1	-4.2	0.1
HepG2 tox	-2%	3%	-8%	-4%	-1%	14%
TGFb SMAD3 inh	5%	16%	11%	6%	0%	26%
S2 tox	i	i	i	i	i	i
Nrf2 block	-8%	15%	.	-16%	2%	?

31) COc1ccc(C2CC(=O)N(CC(=O)Nc3cccc(C)c3C)c3ccccc3S2)cc1OC (stereo not given)
32) Cc1cc(Cl)ccc1OCC(=O)N/N=C/c1ccc(OC2OC(CO)C(O)C(O)C2O)cc1 (stereo not given)
33) O=C(N[C@@H](Cc1ccccc1)C(=O)CCl)OCc1ccccc1
34) Cc1ccc(Cn2ccnc2SCC(=O)Nc2nnc(C)s2)cc1
35) O=C(CN1C(=O)C2CC=CCC2C1=O)Nc1nnc(SCc2ccc(Cl)cc2)s1 (stereo not given)
36) Cc1nc2c(Br)cc(Br)cc2c(=O)n1-c1ccccc1NC1OCC(O)C(O)C1O (stereo not given)
screen / no.	31	32	33	34	35	36
Nrf2 ARE act	-0.4%	1.8%	-4.2%	-0.8%	-0.7%	0.0%
ATXN2 expr inh	-11%	-17%	28µM*	14%	-1%	?
A549 viability	-3%	3%	-2%	-10%	-2%	-4%
EPAC2 agonist	.	7%	3%	.	1%	7%
IL2 activator	.	1.7	-0.7	.	-2.4	0.5
HepG2 tox	-4%	2%	-76%	1%	0%	1.6µM*
TGFb SMAD3 inh	-1%	14%	?	2%	-14%	6%
S2 tox	?	i	16µM*	i	i	i
Nrf2 block	-14%	-8%	?	.	3%	?

37) COc1ccc(C(=O)N2CCCC(c3cc(C(=O)NCc4ccccc4)no3)C2)cc1 (stereo not given)
38) CCc1ccccc1N(C)S(=O)(=O)c1ccc(-c2cc(C)no2)s1
39) COC(=O)c1ccc(CSC2=NC[C@@H]3[C@@H]4C(=O)N(Cc5ccccc5)C(=O)[C@@H]4[C@](C)(C(=O)OC)N23)cc1
40) COc1cccc(N2C(=O)/C(=C\c3cccs3)NC2=S)c1
41) Nc1ccc(C(=O)N/N=C2\CCCc3c2[nH]c2ccccc32)cc1
42) CCOc1ccc(CNCCCSc2nnnn2C)cc1OC
screen / no.	37	38	39	40	41	42
Nrf2 ARE act	3.9%	-0.1%	-0.2%	9.4%	-0.5%	0.1%
ATXN2 expr inh	1%	.	-5%	.	13%	-16%
A549 viability	.	-7%	-1%	-14%	6%	-12%
EPAC2 agonist	2%	1%	15%	5%	16%	.
IL2 activator	0.2	1.1	0.0	0.4	-1.0	.
HepG2 tox	-19%	-3%	0%	3%	-25%	-3%
TGFb SMAD3 inh	2%	?	-15%	15%	-4%	-6%
S2 tox	i	?	i	?	i	i
Nrf2 block	.	6%	8%	?	18%	9%

# High-throughput results from PubChem BioAssay.

# An unsorted share of the library; about 4.3% have a hit in one of these screens.
